# Bioassay records deposited in PubChem by The Scripps Research Institute Molecular Screening Center.
# DAX1 inh = inhibits human nuclear receptor DAX1 | 340,000 tested, 0.99% active | inhibition, % at 6.75 µM | P51843 | HEK293 Gal4-DAX1 luciferase reporter, luminescence;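 active means inhibition above the mean over all tested compounds plus 3 SD, cut at about 4.2% in these data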;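 further: 0% = DAX1-transfected cells with DMSO and 100% = empty-vector control cells with DMSO; inhibition shows as a rise in luminescence from relieved DAX1 repression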
# Target sequence (P51843 207-470 limits assumed): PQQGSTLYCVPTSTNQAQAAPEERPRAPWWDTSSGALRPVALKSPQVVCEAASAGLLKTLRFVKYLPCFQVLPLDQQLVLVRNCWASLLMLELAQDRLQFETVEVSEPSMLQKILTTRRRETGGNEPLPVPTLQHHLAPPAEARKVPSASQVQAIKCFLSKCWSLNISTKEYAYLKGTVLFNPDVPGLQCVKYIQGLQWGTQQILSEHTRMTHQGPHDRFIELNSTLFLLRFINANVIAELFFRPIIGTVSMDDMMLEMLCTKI
# FXN GAA850 act = activators of GAA850 frataxin (FXN) promoter | activation, % at 6 µM | 360,000 tested, 0.56% active | HEK293 lucGAA850 FXN promoter luciferase reporter, 24 h; percent of 10 µM SAHA response | AID 540364;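 active means activation above the average of all compounds screened plus 3 SD, cutoff fixed separately per campaign, cut at about 7.5% in these data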;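 further: 0% = DMSO wells and 100% = 10 µM SAHA wells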
# * marks the source's active call; other numbers are inactive results. A portion of the library (hit frequency here may not be typical).
# Values run as follows: DAX1 inh, FXN GAA850 act
C#CCOCCOCCOCCNc1nc(N2CCN(C(=O)CCCCCCCCCCNC(=O)[C@H](CCCCN)n3cc(CCCC(=O)O)nn3)CC2)nc(N2CCN(C(=O)CCCCCCCCCCNC(=O)[C@@H]([C@H](C)O)n3cc(C)nn3)CC2)n1
  -0.1, 0.4
Cc1nc(C)c(C(=O)NCc2ccccc2Cl)o1
  -1.7, -2.8
C1CN(CCN2CCOCC2)CCN1
  -0.9, 1.3
CCN(CCO)C1CC(=O)N(c2ccccc2C)C1=O (centres undefined)
  0.4, 0.0
COc1cccc(-n2nnc3c(=O)n(CC(=O)NC4CCCC4)cnc32)c1
  1.0, 0.1
O=C(c1cccc(C(=O)N2CCN(c3ccc(F)cc3)CC2)c1)N1CCN(c2ccc(F)cc2)CC1
  -2.1, -3.9
COc1ccc2cc3cc(C(=O)N4CCN(C5CCCCC5)CC4)oc3nc2c1
  0.8, -1.0
CCOC(=O)c1oc2ccccc2c1NC(=O)COc1ccc(F)cc1
  0.5, 1.9
CC(C)C(NC(=O)c1ccccc1NC(=O)c1ccccc1)C(=O)NCCCn1ccnc1 (centres undefined)
  3.8, 1.8
CCN1CCN(Cc2ccc(NC(=O)c3ccc(C)c(NC(=O)c4cccc(-c5cn[nH]c(=O)c5)c4)c3)cc2C(F)(F)F)CC1
  -0.3, -2.1
NS(=O)(=O)c1ccc(CCNC(=O)c2ccc(NC3=NC4CS(=O)(=O)CC4S3)cc2)cc1 (centres undefined)
  1.8, 1.4
CCOC(=O)[C@@H]1[C@H]2COc3ccccc3[C@H]2N2C(=O)N(c3cccc(Cl)c3)C(=O)[C@@]12C
  1.1, 0.1
CCOC(=O)CN1C(=O)N[C@@H](c2ccccc2)C(C(=O)OC)=C1C
  0.4, 0.9
CCCn1c(CN(Cc2ccccc2)Cc2ccccc2)nc2c1c(=O)n(C)c(=O)n2C
  0.3, 0.0
O=C(N/N=C/c1ccccn1)c1cc(C2CC2)nc2ccccc12
  -0.5, 0.7
COc1ccc(OC)c(Nc2nc(=O)c3cccnc3s2)c1
  0.8, 2.0
O=C1CC(c2cccc(F)c2)SC(N(c2ccccc2)c2ccccc2)=N1 (centres undefined)
  0.7, 1.8
Cc1cc(NS(=O)(=O)c2ccc(Nc3nc(-c4sc(N)nc4C)cs3)cc2)no1
  0.8, -1.5
CCOC(=O)[C@@H]1[C@H]2COc3cc(OC)ccc3[C@@H]2N2C(=O)N(c3cccc(Cl)c3)C(=O)[C@@]12C
  0.7, 2.1
O=S(=O)(c1ccc(Br)cc1)N1CCN(c2cc(-c3ccccc3)nc3ncnn23)CC1
  0.2, -0.5
Cc1ccc(N=C2NC(=O)C(CC(=O)O)S2)cc1 (centres undefined)
  0.2, -0.6
O=C1C(=O)c2ccccc2C(O)=C1CCCCl
  0.9, 1.3
CN1CCN(CC(=O)N2c3ccccc3C(C)(c3ccccc3)CC2(C)C)CC1 (centres undefined)
  -2.2, -2.5
O=C(CSc1cccc[n+]1[O-])c1cc2ccccc2o1
  -0.4, 5.8
CC[C@H](C)/C=C/C1=CC2=C(Cl)C(=O)[C@@]3(C)OC(=O)C(C(=O)[C@H](C)[C@@H](C)O)=C3C2=CO1
  0.5, -0.5
Cn1cc(S(=O)(=O)N2CCOCC2)cc1C(=O)NCCc1ccccc1
  -0.3, 0.8
O=C(O)CCCCCNCc1ccncc1
  -0.1, -1.2
CCN1C(=O)[C@H]2[C@@H](c3ccccc3)N3C(=O)N(c4cccc(F)c4)C(=O)[C@@]3(CC(C)C)[C@H]2C1=O
  0.9, 8.8*
CN=C1N(C)C[C@@H]2[C@@H]3C(=O)N(C)C(=O)[C@@H]3[C@](Cc3ccccc3)(C(=O)OC)N12
  -1.2, -1.1
Cn1cc(/C=C/c2cc[n+](C)cc2)c2cc(F)ccc21
  -2.1, -1.6

# The last five compounds of the section before are carried over, then new ones follow.
# Values run as follows: DAX1 inh, FXN GAA850 act
Cn1cc(S(=O)(=O)N2CCOCC2)cc1C(=O)NCCc1ccccc1
  -0.3, 0.8
O=C(O)CCCCCNCc1ccncc1
  -0.1, -1.2
CCN1C(=O)[C@H]2[C@@H](c3ccccc3)N3C(=O)N(c4cccc(F)c4)C(=O)[C@@]3(CC(C)C)[C@H]2C1=O
  0.9, 8.8*
CN=C1N(C)C[C@@H]2[C@@H]3C(=O)N(C)C(=O)[C@@H]3[C@](Cc3ccccc3)(C(=O)OC)N12
  -1.2, -1.1
Cn1cc(/C=C/c2cc[n+](C)cc2)c2cc(F)ccc21
  -2.1, -1.6
CCOC(=O)c1sc(NC(=O)CSc2nnnn2-c2ccccc2)c(C(=O)OCC)c1C
  0.0, -0.1
CCc1ccc2ncc(C(=O)c3ccccc3)c(N3CCOCC3)c2c1
  0.1, -1.7
CCOC(=O)N1CCN(CC(=O)Nc2c(C(=O)OC)[nH]c3cccc(Cl)c23)CC1
  -1.1, 0.8
COc1cccc(CN(C(=O)COc2ccccc2[N+](=O)[O-])C2CCS(=O)(=O)C2)c1 (centres undefined)
  -0.1, 1.6
CN(C)C(=O)/C(C#N)=C\c1cc(Br)c(Sc2ccc(Cl)cc2)o1
  1.6, -3.0
CCN(CC)CCN(C(=O)c1ccc2c(c1)CCCC2)c1nc2cc(OC)c(OC)cc2s1
  1.7, 0.3
OCCN=c1cc(-c2ccccc2)oc2ccc(Cl)cc12
  0.9, 7.0
COc1ccc(-c2ccc3c(c2)S(=O)(=O)c2cccc(C(=O)NCCOc4ccccc4)c2C3=O)cc1OC
  1.0, -0.4
N#Cc1cccc(NC(=O)CCNS(=O)(=O)c2ccc3[nH]c(=O)oc3c2)c1
  0.5, 2.1
CN(C)c1ccc(/C=C2\Oc3ccc(C#Cc4cccc(N)c4)cc3C2=O)cc1
  0.0, 2.0
NC(=O)CSc1oc(-c2ccco2)nc1S(=O)(=O)c1ccc(F)cc1
  -0.6, 1.3
O=C(Nc1ccc(S(=O)(=O)NCCc2ccccc2)cc1)c1ccco1
  -1.8, -2.7
Cc1c(-c2nn(C)c(=O)c3ccccc23)oc2ccc(F)cc2c1=O
  -1.1, 2.6
Cc1ccc(-n2nc3c(c2NC(=O)C(C)(C)C)CS(=O)(=O)C3)cc1
  0.6, 0.8
COC(=O)C1=C(C(=O)OC)C(c2cc(Cl)ccc2O)c2sc(=O)[nH]c2S1 (centres undefined)
  -0.3, 1.1
O=S(=O)(/N=S1/CC=CCN1S(=O)(=O)c1ccccc1)c1ccccc1 (centres undefined)
  0.1, -0.3
CC1CCCCC1NC(=O)CCn1ccc2cc(S(=O)(=O)N3CCCC3)ccc21 (centres undefined)
  0.1, -0.3
COc1ccc(/C=C2\SC(=O)N(CCNC(=O)Cn3cnnn3)C2=O)cc1
  3.0, -0.9
O=C(c1ccc(COc2ccc3ccccc3c2)o1)N1N=C(C(F)F)CC1(O)C(F)F (centres undefined)
  -0.7, -3.6
CCOc1ccc(NC(=O)Cn2sc3nc(C)cc(C)c3c2=O)cc1
  1.5, 0.5
COc1cccc(OC)c1C(=O)Nc1ccnn1C
  2.2, -0.7
CC1(C)S[C@@H]2[C@H](NC(=O)C(C(=O)O)c3ccccc3)C(=O)N2[C@H]1C(=O)O (some centres undefined)
  0.2, -0.2
CN(C)c1ccc(CNC(=O)CCNS(=O)(=O)c2cc(Br)cnc2N)cc1
  0.0, -1.9
NC(=O)c1cccc2c3c([nH]c12)CCCC3
  -1.1, 7.2
Cc1ccc2nc3c(cc(C(=O)NCC4CCCO4)c(=N)n3CC3CCCO3)c(=O)n2c1 (centres undefined)
  1.8, 0.5
COc1cc(C(CCN2CCCC(C)C2)c2c(OC)cc(OC)c3c2OC(=O)CC3c2ccc(N(C)C)cc2)cc(OC)c1OC (centres undefined)
  1.2, -0.9
O=C(CC1N=C2c3ccccc3N=C(SCc3ccc(Cl)cc3)N2C1=O)NCc1ccco1 (centres undefined)
  -0.6, 0.8
CC1(C)Cc2c(sc(NC(=O)COc3ccc(Cl)cc3)c2C#N)C(C)(C)N1
  2.0, -0.4
CCOC(=O)C1CCN(Cc2ccc(C(=O)OC)cc2)CC1
  -1.1, 0.6
COCc1cc(C)c(C#N)c(=S)[nH]1
  1.0, 0.5
Cc1nonc1NC(=O)OCCN1CCOC1=O
  -0.9, -3.1
Cc1cccc(OC(C)C(=O)NC2CCS(=O)(=O)C2)c1C (centres undefined)
  0.2, -1.6
C=CCn1c(Cn2nnc3ccccc32)nnc1SCC(=O)N/N=C/c1cc(Br)cc(OC)c1O
  1.6, 0.4
CCOC(=O)C(C)C(C)=O (centres undefined)
  -0.1, 0.5
Fc1ccc(Br)cc1C1C=C(c2cccnc2)Nc2ncnn21 (centres undefined)
  0.2, -3.9
O=C(C1=C[C@@H](c2csc3ccccc23)C[C@@H](OCc2ccc(CO)cc2)O1)N1CCN(Cc2ccccc2)CC1
  -1.2, -3.4
O=C(Nc1ccc(C(F)(F)F)cc1)c1ccc(NC(=O)C2CCCO2)cc1 (centres undefined)
  -2.4, -3.1
CCS(=O)(=O)Nc1ccc(C2=NN(C(=O)c3ccco3)C(c3ccc(C)cc3)C2)cc1 (centres undefined)
  -1.5, -1.1
C=CCNC(=O)C(C#N)c1nc2ccccc2nc1N1CCN(Cc2ccccc2)CC1 (centres undefined)
  -0.1, -1.1
Cc1cc(NCCCn2ccnc2)n2ncc(-c3ccccc3)c2n1
  -3.0, -6.8
C[C@@H]1CCCCO[C@@H](CN(C)CC2CC2)[C@@H](C)CN([C@H](C)CO)C(=O)c2cc(N(C)C)ccc2O1
  -0.5, 1.0
Cc1ccc(-c2csc3ncnc(N4CCN(S(=O)(=O)c5cccs5)CC4)c23)cc1
  0.4, 1.8
CNC(=O)Cn1nc(-c2ccc(Cl)cc2)c2ccccc2c1=O
  -0.4, 2.3
Cc1ccc(C)c(NC(=O)CN(C)C(=O)Cc2coc3cc(C)c(C)cc23)c1
  3.8, 0.3
Cc1ccc(NC(=O)C(OC(=O)c2ccc(C=O)cc2)c2ccccc2)cc1Cl (centres undefined)
  -0.1, 0.9
CCCCn1c(SCC(=O)N2CCN(c3ccccc3)CC2)nc2ccsc2c1=O
  -1.3, 1.6
CCOC(=O)c1ccc(Nc2nc(N)c3cc(OC)c(OC)cc3n2)cc1
  -1.9, 3.9
COc1ccc(C(C(=O)NC2CCCC2)N(C(=O)c2snc(C(N)=O)c2N)c2cccc(O)c2)cc1 (centres undefined)
  0.5, -0.4
CCCOc1ccccc1C1CC(=O)Nc2cc3c(cc21)OCCO3 (centres undefined)
  -2.4, -1.9
CCOC(=O)Cn1nc(C)c(NC(=O)COc2ccc(F)cc2F)c1C
  0.0, -2.1
CCCCn1nc(NC(=O)COC)c2cc3ccc(C)cc3nc21
  -1.0, 3.2
C=CCn1c(CNC(=O)c2ccco2)nnc1SCC(=O)N1c2ccccc2Sc2ccccc21
  0.6, -1.9
COc1ccc(C2/C=C\CN(C(=O)Nc3ccc(C(F)(F)F)cc3)CC(=O)N2Cc2ccc(F)cc2)cc1 (centres undefined)
  -1.2, -2.6
Cc1ccn2c(C(=O)CSc3ccc(Cl)cc3Cl)c(C)nc2c1
  0.8, 0.1
CC(C)(C)c1ccc(OCC(=O)N2CCN(c3ncccn3)CC2)cc1
  0.7, 0.7
Nc1nonc1C(=O)NCCN=Cc1cc(Cc2ccccc2)cc(Br)c1O
  -1.1, 3.6
CCOc1ccc(C(CCc2ccccc2)NC(=O)c2ccccc2OC)cc1OCC (centres undefined)
  2.1, 0.3
COc1ccccc1C(=O)NCC(=O)Nc1cccnc1
  0.7, 0.1
CC1(C)Cc2c(C#N)c(NC3CCCCC3)nc(-c3ccco3)c2CO1
  1.4, 1.2
C#CCOCCOCCOCCNc1nc(N2CCN(C(=O)[C@H](CCCCN)n3cc([C@@H](N)CC(C)C)nn3)CC2)nc(N2CCN(C(=O)[C@H](Cc3cc4ccccc4[nH]3)n3cc([C@@H](N)Cc4ccc(O)cc4)nn3)CC2)n1
  -0.4, 0.2

# Record cards, as listed above:
# CC1(C)Cc2c(C#N)c(NC3CCCCC3)nc(-c3ccco3)c2CO1 is entered as DAX1 inh = 1.4; FXN GAA850 act = 1.2
# Cc1ccc(NC(=O)C(OC(=O)c2ccc(C=O)cc2)c2ccccc2)cc1Cl (centres undefined) is entered as DAX1 inh = -0.1; FXN GAA850 act = 0.9

# Carrying on.
# Values run as follows: DAX1 inh, FXN GAA850 act
CC1CCN(S(=O)(=O)c2ccc(NC(=O)CCN3C(=O)c4ccccc4C3=O)cc2)CC1
  -1.3, -3.8
CCOC(=O)C1=C(O)/C(=C/c2cn(CC(=O)N3CCCC3)c3ccccc23)SC1=Nc1ccccc1
  1.2, 5.5
COC(=O)NNC(=O)C(C)Oc1ccc(Cl)cc1Cl (centres undefined)
  0.6, 0.7
ON(CCc1ccccn1)CCc1ccccn1
  1.4, 3.1
COc1cccc(N2CCN(C3CCCC(C)C3)CC2)c1 (centres undefined)
  0.4, 2.2
COc1ccc(C(C)NC(=O)C2CCCO2)cc1OC (centres undefined)
  0.8, 1.6
COc1ccc(C(=O)n2nnc3ccccc32)cc1Br
  0.6, -0.2
CC(=O)c1ccc(OCC(O)CN2CCOCC2)cc1 (centres undefined)
  0.2, -1.4
CCc1cc(=S)n2c([nH]c3ccccc32)c1C#N
  -1.4, 0.2
CCC1Nc2ncnc(N3CCOCC3)c2N(Cc2ccc(Cl)cc2)C1=O (centres undefined)
  0.3, 1.2
COc1cc(OC)cc(-c2cc3cc4c(cc3cn2)OCO4)c1
  -1.1, -0.8
Cc1ccc(C2(C)NC(=O)N(CC(=O)Nc3ccccc3N3CCCC3)C2=O)cc1 (centres undefined)
  -1.1, 1.5
